High-throughput results: PubChem BioAssay, National Center for Advancing Translational Sciences (NCATS)
a7 integrin act = activators of alpha7 integrin expression for muscular dystrophy; alpha7betagal myoblasts, beta-gal FDG fluorescence, 48 h; Potency, µM (highest dose often 38.3 µM), without a hit: at the top dose activation, actives largely listed as activators; 350,000 tested, 0.064% active; AID 624291;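 note: potency is the fitted concentration of half-maximal effect; 100% = response of the positive control SU9516; nearly all actives have a fitted effect of over 60% in size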
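alpha7betagal+/- myoblasts (passage 13, 250/well) treated 48 h at 37C with compounds at 1:260 dilution of DMSO stock. Lysed, then beta-galactosidase activity read as FDG fluorescence (ex 480/em 540) after 30 min, with pre-read for autofluorescence.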
ASM inhibitor = inhibitors of human secretory acid sphingomyelinase. P17405. placental ASM, HMU-PC fluorogenic substrate, 60 min. Potency, µM (top dose mostly 57.5 µM), for inactives: at the highest dose activity change, negative = inhibition, most hits filed as inhibitors. 340,000 tested, 0.006% active. AID 504937; note: potency is the fitted concentration of half-maximal effect
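HMU-PC0 cleavage (9 uM final) by human placental ASM, 60 min at 37 °C following 10 min compound exposure at RT; stopped at pH 10, fluorescence Ex 386/Em 447 nm.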
Mito fusion yeast = blocks mitochondrial division or promotes mitochondrial fusion; S. cerevisiae fusion-defective mutant growth rescue, CellTiterGlo 48 h; Potency, µM (top dose mostly 46.1 µM), inactives show top-dose growth rescue (activation), actives largely listed as activators; 320,000 tested, 0.23% active;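 note: potency is the fitted concentration of half-maximal effect; % of control where 0% means no effect; nearly all actives have a fitted effect of over 45% in size; temperature-sensitive fusion mutants such as fzo1-1 at 37 °C on non-fermentable ethanol glycerol medium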
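Luminescent cell viability in 1536-well qHTS format served as the measure of rescued growth in ts fusion-mutant S. cerevisiae cultured on non-fermentable YPEG for 48 hours at 37C.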
Menin-MLL TR inh = displaces Texas Red mutant MLL peptide from human menin; O00255; Potency, µM (highest dose often 61.6 µM), without a hit: at the top dose FP activity change, negative = inhibition, actives largely listed as inhibitors; Menin + Texas Red MLL mutant peptide, fluorescence polarization; 270,000 tested, 0.23% active; active = well fitted inhibition curve with a large enough effect in the polarisation, with a control signal flat, not every such curve was filed as active; inconclusive = small, poorly fitted or top-dose-only effect, or effect the other way, or a change in a side signal; inactive = no such curve, though single readings can be large or run the other way; the % refers to the polarisation; note: potency is the fitted concentration of half-maximal effect; % of control where 0% means no effect; many of its hits are not listed in these tables
A-T KAP1 phos = potential ataxia-telangiectasia treatments restoring KAP-1 phosphorylation. […] A-T fibroblasts, KAP-1 phosphorylation AlphaLISA; neocarzinostatin DNA damage 30 min before lysis. Potency, µM (titrated, usually from 57.5 µM), without a hit: top-dose activation, hits mostly activators. 320,000 tested, 0.19% active. AID 485349; note: potency is the fitted concentration of half-maximal effect; % of control where 0% means no effect; nearly all actives have a fitted effect of over 45% in size
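ATM-like activity read as KAP-1 phosphorylation via AlphaLISA donor/acceptor antibody pairs after lysis and 6 hr at 25C. Cells were ATM-null patient fibroblasts ([…], hTERT), dosed 60 min, then exposed to the DSB inducer NCS for 30 min.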
TSHR antagonist = human thyrotropin receptor antagonism | TSHR-expressing cells, TSH-stimulated cAMP HTRF, 2 h; hits give low values | activity change, negative = inhibition, % at 11.5 µM | 330,000 tested, 0.2% active | AID 504810;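 active = activity change below a set negative limit, meaning inhibition stronger than a set level, cut at about -70% in these data; inconclusive = activity change between two set negative limits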; note: % is set by controls: 0 for no effect and ±100 for the full control effect
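Competitive HTRF cAMP read-out (cryptate anti-cAMP antibody, cAMP-d2; 30 min, room temperature) in freshly harvested TSHR cells. Compounds added before TSH at EC80 (4nM final), followed by 2 hours' incubation at 37 deg C.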
MLL CXXC-DNA inh = blocks binding of human MLL CXXC domain to DNA; 290,000 tested, 0.037% active; Potency, µM (doses to about 115 µM), inactives show top-dose activity change, negative = inhibition, actives largely listed as inhibitors; Q03164; AID 2662; MLL-CXXC / FITC-HOXA9 DNA fluorescence polarization; active = well fitted inhibition curve with a large enough effect in the polarisation, with a control signal flat, not every such curve was filed as active; inconclusive = small, poorly fitted or top-dose-only effect, or effect the other way, or a change in a side signal; inactive = no such curve, though single readings can be large or run the other way; the % refers to the polarisation; note: potency is the fitted concentration of half-maximal effect
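Steps: dispense CXXC domain solution (7 uM) → pin compounds or unlabeled HOX-A9 DNA control → 5 min ambient → add FLSN-HOX-A9 solution (50 nM) → spin → 30 min ambient → fluorescence polarization. Tris pH 7.5/NaCl/DTT/BSA buffer.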
TSG101-PTAP inh = blocks PTAP/TSG101 interaction to inhibit HIV-1 budding; Fluorescence polarization, FITC-PTAP peptide / Tsg101 binding; Potency, µM (titrated, usually from 115 µM), without a hit: at the highest dose activity change, negative = inhibition, usual class: inhibitors; 340,000 tested, under 10 active; AID 493005; active = well fitted inhibition curve with a large enough effect in the main read-out, with a control signal flat, not every such curve was filed as active; inconclusive = small, poorly fitted or top-dose-only effect, or effect the other way, or a change in a side signal; inactive = no such curve, though single readings can be large or run the other way; note: potency is the fitted concentration of half-maximal effect; % of control where 0% means no effect
Target sequence (Q99816 whole entry, looked up): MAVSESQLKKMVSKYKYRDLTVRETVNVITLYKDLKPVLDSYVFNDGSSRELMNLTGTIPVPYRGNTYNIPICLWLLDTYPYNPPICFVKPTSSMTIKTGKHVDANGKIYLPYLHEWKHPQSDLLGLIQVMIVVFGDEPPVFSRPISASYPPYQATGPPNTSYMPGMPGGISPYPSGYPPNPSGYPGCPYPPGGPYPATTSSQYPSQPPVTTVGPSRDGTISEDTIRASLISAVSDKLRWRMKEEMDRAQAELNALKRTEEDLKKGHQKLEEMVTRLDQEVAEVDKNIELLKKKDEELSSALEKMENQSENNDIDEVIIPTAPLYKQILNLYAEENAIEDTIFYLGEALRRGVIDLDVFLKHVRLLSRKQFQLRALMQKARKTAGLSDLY
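Fluorescence anisotropy tracks displacement of a FITC-tagged PTAP peptide (50 nM) from the Tsg101 binding domain (10 uM), following a 20 min room-temperature incubation at pH 7.5.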
MBNL1-CUG inh = MBNL1-poly(CUG) RNA binding inhibition; TR-FRET MBNL1-His/biotin-(CUG)12 binding, 665/545 ratio; 280,000 tested, 0.036% active; Q9NR56; Potency, µM (doses to about 57.5 µM), inactives show top-dose activity change, negative = inhibition, actives largely listed as inhibitors; active = well fitted inhibition curve with a large enough effect in the signal ratio, with a control signal flat, not every such curve was filed as active; inconclusive = small, poorly fitted or top-dose-only effect, or effect the other way, or a change in a side signal; inactive = no such curve, though single readings can be large or run the other way; the % refers to the signal ratio; note: potency is the fitted concentration of half-maximal effect; % is set by controls: 0 for no effect and ±100 for the full control effect
Target sequence (Q9NR56 whole entry, looked up): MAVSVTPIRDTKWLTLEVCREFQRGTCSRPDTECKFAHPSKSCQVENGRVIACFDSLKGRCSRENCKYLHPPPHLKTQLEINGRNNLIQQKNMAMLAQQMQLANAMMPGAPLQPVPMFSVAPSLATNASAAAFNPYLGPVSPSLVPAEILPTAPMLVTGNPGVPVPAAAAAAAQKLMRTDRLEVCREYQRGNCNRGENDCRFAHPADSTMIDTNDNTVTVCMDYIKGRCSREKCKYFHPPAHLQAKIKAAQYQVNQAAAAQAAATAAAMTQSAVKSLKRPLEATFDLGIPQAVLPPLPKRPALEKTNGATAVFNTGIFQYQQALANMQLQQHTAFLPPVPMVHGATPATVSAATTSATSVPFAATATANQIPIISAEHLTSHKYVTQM
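TR-FRET between His-tagged MBNL1 and biotin-(CUG)12 RNA, detected with Tb anti-His antibody (0.055 ng/ul) and streptavidin-XL665 (5 nM), 60 min at room temperature. Compounds titrated 92 nM to 58 uM; 665/545 nm ratio normalized to buffer and complex controls.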
TCR activator = T cell receptor activation | AID 504894 | 330,000 tested, under 10 active | primary human leukocytes, anti-CD3, IL-2 HTRF, 48 h | Potency, µM (highest dose often 9.22 µM), for the others: top-dose activation of IL-2 secretion, usual class: activators; note: % of control where 0% means no effect
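Primary human leukocytes were stimulated with a-CD3 beads plus compounds for 48 hr without co-stimulation; secreted IL-2 was quantified by HTRF using a-IL-2-K (europium cryptate) and a-IL-2-d2, excited at 320nm with acceptor emission read at 665nm.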
An asterisk follows results filed as active; ? = inconclusive; · = not tested or not shown; [ ] = another dose, or the depositor's remark. Unless noted, calls come from the whole dose curve; as a rule, active = well fitted curve in the direction sought with a large enough effect; inconclusive = small, poorly fitted or top-dose-only effect, or another doubt; inactive = no such curve, though single readings can be large; an effect the other way counts as inactive or inconclusive. Not all compounds are listed. The share of hits here may be higher or lower than overall.

SMILES	a7 integrin act	ASM inhibitor	Mito fusion yeast	Menin-MLL TR inh	A-T KAP1 phos	TSHR antagonist	MLL CXXC-DNA inh	TSG101-PTAP inh	MBNL1-CUG inh	TCR activator
O=C1c2ccccc2C(=O)N1c1nc(-c2cccs2)cs1	11%	-3%	0%	?	5%	19	-8%	1%	?	11%
Cc1c(Cl)cnc(NC(=O)COC(=O)c2ccc3c(c2)OCO3)c1Cl	-3%	-2%	-3%	-19%	8%	-7	16%	0%	-12%	3%[46.1 µM]
N#Cc1cc([N+](=O)[O-])ccc1N1CCCC1	15%	-2%	-11%	3%	0%	0	8%	-7%	?	-3%[46.1 µM]
O=S(=O)(/N=C(/Nc1ccccn1)c1ccc(Cl)cc1)c1ccc(Cl)cc1	8%	3%	-3%	5%	-2%	-4	-13%	-2%	-3%	-5%[46.1 µM]
CC(=O)c1ccc(OCC(O)CN(C)Cc2cccs2)cc1 (stereo not drawn)	-11%	2%	0%	-17%	27%	2	-6%	1%	9%	8%
COc1ccccc1NS(=O)(=O)c1ccc(C(=O)NCCCN2CCOCC2)cc1	28%	0%	23%	·	21%	21	·	-1%	·	1%
COc1ccc(N(CC(=O)NCCC2=CCCCC2)S(=O)(=O)c2ccccc2)cc1	-10%	0%	3%	·	?	10	-2%	2%	8%	-2%
CNc1ncnc2c1cnn2C1CCCCO1 (stereo not drawn)	12%	-2%	·	·	·	·	·	-1%	·	2%
CC(=O)Nc1ccc(NC(=O)COC(=O)/C=C/c2ccc3c(c2)OCO3)cc1	18%	9%	3%	·	-4%	7	·	3%	·	4%
COc1ccccc1C(=O)NC(=O)COC(=O)CCS(=O)(=O)c1ccc(C)cc1	12%	-7%	-7%	·	0%	-1	·	-3%	·	-8%
CC(=O)Nc1cccc(Oc2ncccc2[N+](=O)[O-])c1	-4%	0%	6%	?	9%	6	45%[activator]	-3%	?	-4%
O=C(CN1C(=O)C2CC=CCC2C1=O)Nc1nc(-c2ccc(F)c(F)c2)cs1 (stereo not drawn)	-4%	-9%	·	·	2%	-23	·	1%	·	·
OCCCCNCc1cc(Br)ccc1OCc1ccccc1	-13%	4%	0%	-30%	-2%	3	-1%	-8%	2%	7%
Cc1cc(=O)oc2c(C)c(OC(C)C(=O)N3CC[C@@]4(O)CCCC[C@H]4C3)ccc12 (stereo partly drawn)	11%	14%	0%	-22%	-13%	-9	2%	-2%	-1%	2%
Clc1ccc(CSc2snnc2-c2ccccc2)cc1	3%	-12%	10%	2%	21%	-29	6%	-13%	2%	3%
O=C(N/N=C/c1ccc(O)cc1)Nc1cccc2nsnc12	-29%	-3%	5%	?	-8%	1	-3%	-2%	?	-4%
Cc1cc(C)c(NC(=O)c2cc(C(=O)O)ccc2C(=O)O)c([N+](=O)[O-])c1	3%	1%	3%	2%	0%	6	4%	0%	22%	5%
CCOC(=O)CNc1nc(-c2ccncc2)nc2ccccc12	-27%	0%	1%	-26%	3%	9	-2%	-1%	2%	-5%
COc1ccccc1Cn1c(=S)[nH]c2cc(C(=O)NCCN3CCOCC3)ccc2c1=O	5%	-2%	1%	2%	-2%	22	2%	-7%	-6%	8%
CC(C)CCNC(=O)C(c1ccco1)N(C(=O)Cn1nnc2ccccc21)c1ccc2c(c1)OCO2 (stereo not drawn)	21%	1%	0%	-10%	-9%	-3	16%	1%	-9%	-9%
Nc1cc(=O)[nH]c(SCC(=O)NC2CCCc3ccccc32)n1 (stereo not drawn)	-17%	10%	-3%	·	-9%	15	1%	-5%	-10%	-30%
OC1c2cc(Cl)ccc2-c2c(Cl)cc(Cl)cc21 (stereo not drawn)	-18%	-3%	·	·	·	·	·	-4%	·	9%
FC(F)(F)C1CC(c2cccs2)Nc2ncnn21 (stereo not drawn)	-3%	10%	-4%	-7%	-2%	-1	5%	-8%	-2%	-8%
Cc1nc2ccccc2n1-c1ccccc1	-16%	3%	0%	1%	19%	2	4%	0%	-1%	0%
NS(=O)(=O)c1ccccc1NC(=O)c1c(O)c2ccccc2[nH]c1=O	-13%	-5%	-2%	6%	17%	-6	-5%	-2%	-7%	3%
C/C(=N\NC(=O)c1ccc(N2CCCC2=O)cc1)c1ccncc1	?	6%	1%	·	-3%	-6	-12%	-4%	20%	1%
CC1CCCC(NC(=O)CN2C(=O)COc3ccccc32)C1C (stereo not drawn)	13%	0%	-9%	-19%	14%	-44	23%	-3%	-5%	2%
CCOc1ccccc1NC(=O)C1CCN(S(=O)(=O)c2ccc(OC)c(OC)c2)CC1	-7%	-2%	0%	1%	7%	-5	-8%	-5%	-9%	2%
Cc1cc(NC(=O)c2cc(-c3cccs3)on2)no1	40%	-4%	1%	?	7%	-6	-1%	-6%	20%	-12%
CSc1nc(N2CCOCC2)c2c(c1C#N)CC(C(C)C)OC2 (stereo not drawn)	17%	-6%	7%	-6%	-9%	-6	-2%	-6%	-7%	2%
Cc1[nH]c2ccccc2c1/C=C/c1cc[n+](C)cc1	-18%	?	-6%	13%	10%	-41	?	?	?	16%
CCOC(=O)[C@@H]1[C@H]2COc3ccc(Br)cc3[C@H]2N2C(=O)N(c3ccc(C(F)(F)F)cc3)C(=O)[C@]12C	0%	2%	·	·	-5%	-12	·	-1%	·	14%
CSCC[C@H](NC(=O)c1ccc(Cl)c(S(=O)(=O)N2CCCC2)c1)c1nc2ccccc2[nH]1	-5%	-6%	-6%	?	-1%	-41	24%	-3%	-2%	-3%
CN(C)S(=O)(=O)c1ccc(N2CCCC2)c(C(=O)N2CCC(C(N)=O)CC2)c1	15%	9%	-8%	·	-1%	13	·	-3%	·	7%
Cn1c(Cn2cnc(Cl)c2Cl)nc2ccccc21	-16%	8%	2%	8%	3%	11	-3%	2%	0%	-6%
CCCOc1ccc(C(=O)CCC(=O)OCC(=O)Nc2ccc(Oc3ccccc3)cc2)cc1	·	·	-4%	6%	-1%	9	0%	·	-23%	0%[46.1 µM]
Cc1ccc(NC(=O)C2COc3ccccc3O2)c(C)c1 (stereo not drawn)	4%	50%	-1%	-18%	8%	4	-4%	-1%	0%	·
CN(C(=O)COc1ccc(Cl)cc1Br)C1CCCCC1	-22%	-1%	6%	2%	13%	-6	4%	-4%	0%	-6%
COC(=O)c1cc(COC(=O)CNC(=O)c2ccc(Br)cc2)oc1C	15%	1%	·	·	5%	-10	·	-4%	·	-6%[46.1 µM]
C=C(C)COc1ccc(-c2[nH]ncc2-c2ccc(OC)c(OC)c2)c(O)c1	-48%[inhibitor]	-6%	13%	?	13%	-20	5%	-5%	1%	-30%
COc1ccccc1NC(=O)C1CCCN(S(=O)(=O)c2ccc3[nH]c(=O)ccc3c2)C1 (stereo not drawn)	24%	0%	-1%	-13%	-4%	0	·	-1%	2%	7%
Cc1cccc(CSc2nnc(CCCCCNC(=O)OC(C)(C)C)o2)c1	-35%	1%	-22%	·	?	-8	1%	-5%	-10%	-4%
Cc1ccc(N2CCN(CCc3nc4cc(NS(C)(=O)=O)ccc4n3C)CC2)cc1	-24%	-3%	-6%	21%	4%	-1	1%	-4%	4%	2%
CCOc1cc(CNCc2ccncc2)cc(Cl)c1OC	4%	6%	21%	10%	-5%	5	9%	-1%	5%	-4%[46.1 µM]
Cc1cc(C(=O)N2CCCC(N3CCN(c4cccc(Cl)c4)CC3)C2)no1 (stereo not drawn)	-2%	0%	1%	·	28%	-5	0%	-3%	4%	1%
COc1cc(COc2ccc(-c3nnco3)cc2)ccc1OC(F)F	5%	-2%	0%	1%	6%	-7	12%	-1%	-7%	1%
Cn1c(N)c(C(=O)CSc2nc3ccccc3c(=O)n2Cc2ccccc2)c(=O)n(C)c1=O	-25%	4%	-1%	·	0%	13	7%	-2%	·	-4%
Cc1cccc(NC(=O)CCC(=O)NCCO)c1	-2%[7.66 µM]	-4%	0%	-13%	-4%	-5	-16%	-3%	11%	4%[46.1 µM]
COc1cc(-c2nc(-c3ccc(NC(=O)c4ccc5c(c4)OCO5)cc3)no2)cc(OC)c1OC	-34%[inhibitor]	1%	-3%	?	7%	-5	2%	0%	10%	0%
CCN(C(=O)c1cccc(Br)c1)C1CCS(=O)(=O)C1 (stereo not drawn)	-12%	-5%	-1%	·	-4%	8	·	-3%	·	0%
